Compound activity as filed in PubChem BioAssay.
APP transl inh = APP translation inhibition | SH-SY5Y APP 5'UTR-luciferase reporter, luminescence | inhibition, % at 2 µM | 190,000 compounds, 0.82% hits;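 active means inhibition above a set limit, derived from the sample mean plus 3 SD, cut at about 45% in these data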; further: values of inactives mirror those of a sister screen read the other way
Hsp70 act = Hsp70 transcriptional activation, primary screen | HeLa Hsp70 promoter luciferase reporter, luminescence; scaled: vehicle 0, proteasome-inhibitor control 100% | activation, % at 10 µM | 200,000 compounds, 0.04% hits | AID 1203;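 active means activation above the mean across all tested compounds plus 3 SD, cutoff set per campaign, cut at about 5.5% in these data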;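 further: 100% = MG132 at 30 µM as the positive control and 0% = DMSO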
Diaph inh CS = inhibits diaphorase or chemically oxidizes, flagging diaphorase assay artifacts; AID 1217; diaphorase resazurin-to-resorufin fluorescence, NADH, 16 min; bacterial (C. kluyveri) enzyme, not human; inhibition, % at 20 µM; 190,000 compounds, 0.69% hits;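 active means primary screen inhibition at 20 µM above a set limit, cut at about 50% in these data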;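 further: plate controls were DMSO with full reaction for no effect and wells lacking NADH for full effect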
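material = Clostridium kluyveri diaphorase enzyme | amount = 0.14 U/mL diaphorase, enzyme working solution | schedule = incubation 16 min, room temperature | detection = fluorescence of resorufin formed from resazurin, Ex 544/Em 590 nm | benchmarks = positive control minus NADH, DMSO neutral control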
STAT3 act = increases IL-6 driven STAT3 reporter signal; U3A cells, IL-6 STAT3-luciferase reporter, luminescence; 100% = signal with IL-6 EC80 alone; activation (% of control), % at 5.6 µM; 190,000 compounds, 0.91% hits;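 active means activation above the screen-wide mean of compound activation plus 3 SD, cut at about 130% in these data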;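 further: 0% = background luminescence of wells with medium and substrate only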
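Material: STAT3-luciferase reporter U3A cells. Controls: IL-6-treated wells, 100% activation. Read-out: % activation versus median of IL-6-stimulated wells. Probe or stimulus: IL-6 stimulus at 33 ng/mL final. Timing: compound 1 h, then IL-6 6 h at 37 °C. Signal: reporter luminescence signal.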
STAT3 inh = reduces IL-6 driven STAT3 reporter signal. U3A cells, IL-6 STAT3-luciferase reporter, luminescence; host cell line lacks STAT1. inhibition, % at 5.5 µM. 190,000 compounds, 0.89% hits. AID 862;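 active means inhibition above the mean inhibition across all screened compounds plus 3 SD, cut at about 44% in these data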;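 further: 0% = DMSO only wells and 100% = 100 µM nifuroxazide control wells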
Diaphorase act = activates diaphorase or chemically reduces, flagging diaphorase assay artifacts; 190,000 compounds, 0.005% hits; Diaphorase/resazurin coupled assay, resorufin fluorescence, 16 min; hits give high values; 1 = vehicle wells, 0 = NADH-free wells; activation factor at 20 µM; AID 1229;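 active means diaphorase activity raised at least twofold by the compound at 20 µM; inactive means activation factor below 2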
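Material: bacterial diaphorase enzyme (C. kluyveri); amount: enzyme 0.07 U/mL final; reagent: NADH substrate 0.114 mM plus resazurin dye 0.1 mM, final; doses: single compound dose of 20 µM, 1% DMSO final; timing: 16 min enzyme reaction, ambient temperature; measured by: fluorescence of resorufin, 544 nm excitation, 590 nm emission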
STAT1 blocker = inhibitors of IFN-gamma induced STAT1 signaling | NIH 3T3 STAT1-luciferase reporter, luminescence | inhibition, % at 5.5 µM | 200,000 compounds, 0.35% hits;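 active means inhibition above a set limit, the mean inhibition across all tested compounds plus 3 SD, cut at about 34% in these data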;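 further: 0% = IFN-gamma with DMSO and 100% = IFN-gamma with 300 µM nifuroxazide; values of inactives mirror those of a sister screen read the other way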
TLR4 MyD88 comp = TLR4-MyD88 interaction inhibition in cells | HeLa CL3-4 TLR4/MyD88 BLA complementation, FRET ratio | inhibition, % at 8.4 µM | 200,000 compounds, 0.18% hits | O00206+Q99836; in the data active means inhibition above about 25%;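 further: 0% = vehicle and 100% = reference inhibitor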
Target sequence (O00206 whole entry, looked up): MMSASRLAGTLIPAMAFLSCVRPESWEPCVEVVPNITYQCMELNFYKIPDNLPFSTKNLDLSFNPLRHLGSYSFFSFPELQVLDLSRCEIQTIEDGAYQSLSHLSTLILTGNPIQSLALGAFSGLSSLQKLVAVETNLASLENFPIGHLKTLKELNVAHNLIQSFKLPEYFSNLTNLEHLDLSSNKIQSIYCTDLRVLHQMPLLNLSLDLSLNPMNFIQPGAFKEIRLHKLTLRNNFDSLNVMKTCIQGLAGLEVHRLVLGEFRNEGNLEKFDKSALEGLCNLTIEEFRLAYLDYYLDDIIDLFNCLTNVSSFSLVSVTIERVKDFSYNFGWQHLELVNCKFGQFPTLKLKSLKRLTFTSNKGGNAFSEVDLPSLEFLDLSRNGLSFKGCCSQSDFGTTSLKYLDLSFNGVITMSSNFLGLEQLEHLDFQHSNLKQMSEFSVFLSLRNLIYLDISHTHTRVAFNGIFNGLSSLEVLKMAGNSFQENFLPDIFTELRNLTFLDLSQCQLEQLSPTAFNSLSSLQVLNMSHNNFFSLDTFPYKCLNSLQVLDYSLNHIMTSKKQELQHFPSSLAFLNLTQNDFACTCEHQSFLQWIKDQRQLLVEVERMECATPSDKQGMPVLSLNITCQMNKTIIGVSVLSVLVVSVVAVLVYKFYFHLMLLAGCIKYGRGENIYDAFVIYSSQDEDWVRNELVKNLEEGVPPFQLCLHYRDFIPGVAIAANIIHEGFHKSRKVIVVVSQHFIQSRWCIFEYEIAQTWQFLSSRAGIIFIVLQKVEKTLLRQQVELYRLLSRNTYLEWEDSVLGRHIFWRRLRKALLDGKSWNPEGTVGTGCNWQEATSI
Target sequence (Q99836 whole entry, looked up): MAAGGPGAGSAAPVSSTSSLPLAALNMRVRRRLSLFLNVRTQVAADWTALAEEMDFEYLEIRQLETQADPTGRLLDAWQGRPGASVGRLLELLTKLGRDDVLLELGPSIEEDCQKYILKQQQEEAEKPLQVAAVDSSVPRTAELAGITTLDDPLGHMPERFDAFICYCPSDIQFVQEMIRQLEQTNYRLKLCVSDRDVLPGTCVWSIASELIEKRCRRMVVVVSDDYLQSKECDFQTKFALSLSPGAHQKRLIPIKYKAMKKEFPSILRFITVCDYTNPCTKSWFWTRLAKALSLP
G6PDH counter = L. mesenteroides G6PDH inhibition counter-screen. Purified L. mesenteroides G6PDH, diaphorase/resazurin coupled fluorescence, 45 min. inhibition, % at 5 µM. 200,000 compounds, 0.12% hits; in the data active means inhibition above about 50%
STAT1 act = STAT1 signaling activation. NIH 3T3 STAT1-luciferase reporter, IFN-gamma, luminescence; 100% = IFN-gamma alone, no compound. activation (% of control), % at 5.5 µM. 200,000 compounds, 2.6% hits. AID 932;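 active means activation above the screen-wide mean activation plus 3 SD, cut at about 130% in these data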;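 further: raw ratio to IFN-gamma control signal so 100% means no change and 0% no light; values of inactives mirror those of a sister screen read the other way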
* = called active by the depositor; · = not tested or not shown.

Each structure is followed by: Diaph inh CS, TLR4 MyD88 comp, APP transl inh, STAT1 act, Hsp70 act, STAT3 act, STAT1 blocker, Diaphorase act, G6PDH counter, STAT3 inh
O=C1CN(C(=O)COC(=O)c2cccnc2Cl)c2ccccc2N1
  11, -3, 6, 101, 0.0, 97, 0, 0.9, 1, 5
CCCCNS(=O)(=O)c1ccc(NC(=O)Cc2ccccc2[N+](=O)[O-])cc1
  16, 4, 5, 91, 0.0, 120, 8, 0.8, 7, -17
Cn1c(C(=O)NCCc2c[nH]c3ccccc23)cc2sccc21
  6, -2, -67, 128, 0.4, 106, -31, 0.9, 5, -3
CCCc1nc2ccccc2c(=O)n1/N=C/c1ccc(O)c(O)c1
  43, 16, -15, 99, -0.4, 93, 1, 0.6, 19, 12
Cc1cc(C)n(-c2ccc(C(=O)Oc3ccc4c(c3)OCO4)cc2)n1
  10, 0, -2, 122, -0.1, 86, -24, 0.9, -16, 20
Cc1sc(NC(=O)c2cccs2)nc1-c1ccccc1
  18, -7, -40, 116, 0.3, 84, -17, 0.8, 4, 22
COc1ccc(CCNC(=O)C2CCCN(c3nc(C)cc(C)n3)C2)cc1 (centres undefined)
  -15, -2, -16, 90, -0.5, 98, 9, 1.2, -3, 4
O=C(CN1C(=O)c2ccccc2S1(=O)=O)N1CCN(c2ccccc2)CC1
  -7, 1, -12, 99, 0.0, 109, 1, 1.1, 12, -8
Cc1ccccc1NC(=S)Nc1cccc([N+](=O)[O-])c1
  7, 5, 11, 107, -0.2, 95, -8, 0.9, 0, 12
O=C(CSc1nc2ccccc2n1CC(=O)N1CCCC1)Nc1ccc2c(c1)OCO2
  19, -7, 10, 97, -0.5, 102, 4, 0.8, -6, 4
CCc1nnc(NC(=O)CSc2nnc(-c3ccoc3C)n2CC(C)C)s1
  -1, -3, 0, 105, 0.3, 96, -3, 1, 8, 9
O=C(NCCO)/C(=C\c1ccc2c(c1)OCO2)NC(=O)c1ccc(Br)cc1
  16, -8, -3, 102, -0.3, 97, -2, 0.8, 0, 3
CN(C)c1ccc(/C=N/NC(=O)c2ccco2)cc1
  9, 1, -110, 160*, -0.2, 93, -67, 0.9, -11, 9
Cn1c(COc2ccccc2)nnc1SCC(=O)Nc1ccc2c(c1)OCO2
  10, 7, -13, 108, -0.2, 109, -8, 0.9, -4, -4
CC(=O)c1ccc(OCC(=O)c2cc(C)n(-c3ccc4c(c3)OCO4)c2C)cc1
  27, -3, 0, 92, -0.3, 87, 9, 0.7, -12, 16

Printed as active in STAT1 act, of those listed so far:
smiles	Diaph inh CS	TLR4 MyD88 comp	APP transl inh	STAT1 act	Hsp70 act	STAT3 act	STAT1 blocker	Diaphorase act
CN(C)c1ccc(/C=N/NC(=O)c2ccco2)cc1	9	1	-110	160*	-0.2	93	-67	0.9

Later entries:
Each structure is followed by: Diaph inh CS, TLR4 MyD88 comp, APP transl inh, STAT1 act, Hsp70 act, STAT3 act, STAT1 blocker, Diaphorase act, G6PDH counter, STAT3 inh
COc1cccc(NC(=O)c2cc(Cl)nnc2Cl)c1
  10, -7, 11, 88, 0.3, 103, 11, 0.9, 2, -2
COc1cc(OC)cc(-c2cc3nc(C)c(CCC(=O)O)c(=O)n3[nH]2)c1
  13, -10, -2, 102, -0.2, 105, -2, 0.9, -7, 3
COc1cc(C)c(NC(=S)NCCCN2CCOCC2)cc1OC
  18, -9, -21, 103, -0.2, 99, -4, 0.8, 2, 4
CC(=O)OCCNc1cc(SCc2ccco2)c2nonc2c1[N+](=O)[O-]
  77*, 10, 4, 96, -0.3, 103, 4, 0.2, 12, 0
CCOC(=O)c1c(NCc2ccc3c(c2)OCO3)c2ccccc2[nH]c1=O
  18, -2, 10, 99, -0.2, 116, 1, 0.8, -7, -15
CCCNC(=O)c1cccc(NC(=O)C(C)C)c1
  -3, -22, 3, 101, -0.1, 104, -3, 1, 4, 2
COC(=O)C(C)Oc1cc(OC(C)C(=O)OC)c2c(C)c(Cl)c(=O)oc2c1 (centres undefined)
  14, 9, -21, 100, -0.3, 98, -1, 0.9, 2, 4
CCNC(=S)NNc1nncc2ccccc12
  11, -8, -22, 99, 0.0, 97, 0, 0.9, 4, 5
COC(=O)c1ccccc1NC(=O)N1c2ccccc2CC1C (centres undefined)
  14, 13, -25, 108, 0.4, 86, -6, 0.9, -8, 20
CCc1ccc(Nc2ccc(C(N)=O)cc2[N+](=O)[O-])cc1
  10, -3, ·, 106, -0.3, 96, -7, 0.9, 2, 5
Fc1cccc(CSc2ccc3nnc(-c4ccccn4)n3n2)c1
  -1, -1, -14, 97, 0.2, 96, 2, 1, 2, 11
CCN(CC)CCNC(=O)c1cc2c(=O)n(C)c3ccccc3c2n1C
  22, -10, 7, 106, 0.1, 107, -6, 0.8, 0, 0
COc1ccc(-n2c(Cc3cccn3C)nnc2SCC(=O)Nc2cccc(NC(C)=O)c2)cc1
  11, 6, 1, 101, -0.2, 103, -1, 0.9, -7, 2
CCSCCOC(=O)C1=C(C)NC2=C(C(=O)CCC2)C1c1coc2ccccc2c1=O (centres undefined)
  27, -2, 13, 95, 0.1, 144*, 5, 0.7, 5, -51
CCOc1ccc(C(CC(=O)O)NC(=O)CCCOc2ccc(Cl)cc2C)cc1 (centres undefined)
  17, -9, -10, 104, -0.2, 96, -6, 0.8, 5, 11

Exported with tabs: part of the list above
compound	Diaph inh CS	TLR4 MyD88 comp	APP transl inh	STAT1 act	Hsp70 act	STAT3 act	STAT1 blocker	Diaphorase act	G6PDH counter	STAT3 inh
COc1ccc(-n2c(Cc3cccn3C)nnc2SCC(=O)Nc2cccc(NC(C)=O)c2)cc1	11	6	1	101	-0.2	103	-1	0.9	-7	2
CCSCCOC(=O)C1=C(C)NC2=C(C(=O)CCC2)C1c1coc2ccccc2c1=O (centres undefined)	27	-2	13	95	0.1	144*	5	0.7	5	-51

(listing goes on)
Each structure is followed by: Diaph inh CS, TLR4 MyD88 comp, APP transl inh, STAT1 act, Hsp70 act, STAT3 act, STAT1 blocker, Diaphorase act, G6PDH counter, STAT3 inh
CCCCOc1ccc(C2OC34CCCCC3C(C#N)(C#N)C2(C#N)C(=N)O4)cc1 (centres undefined)
  26, -5, -2, 98, 0.2, 102, 3, 0.7, 5, -2
O=C(Nc1ccccc1C(=O)NCc1ccco1)c1ccco1
  15, 11, 6, 98, -0.3, 103, 2, 0.9, 18, 4
O=C(OCC(=O)N1CCN(C(=O)COC(=O)c2ccncc2)CC1)c1ccncc1
  -10, -10, 16, 102, 0.1, 99, -3, 1.1, 4, 12
O=C(NC1CCCCCC1)c1nnc(Cc2ccc(Cl)cc2)o1
  9, 7, -10, 98, -0.3, 96, 2, 0.9, 7, 4
COc1cccc(C2CC(c3ccccc3Cl)Nc3nc(N)nn32)c1 (centres undefined)
  4, -5, 2, 95, 0.4, 108, 5, 1, 6, -6
CCOCCCNC(=O)c1ccccc1SC
  7, 7, -19, 97, -0.2, 100, 4, 0.9, 5, -1
COC(=O)c1sccc1NC(=S)N1CCCCC1
  15, 8, 0, 97, -0.4, 91, 3, 0.9, 14, 16
CC1=C(C(=O)Nc2ccccc2)C(c2cccs2)NC(=O)N1 (centres undefined)
  11, -4, 4, 98, 0.2, 100, 1, 0.9, 7, 8
CCCn1cc(CN2CCN(Cc3ccc(C)o3)C(CCO)C2)c(C)n1 (centres undefined)
  4, -9, -14, 95, -0.2, 98, 4, 1, 20, 8
Cc1ccccc1OCCNC(=O)c1ccccc1Sc1ccccc1C#N
  11, 6, 2, 100, -0.2, 101, -1, 0.9, 10, 5
Cc1c(C(N)=O)sc2ncn(CC(=O)N3CCC(C)CC3)c(=O)c12
  1, 22, -18, 93, 0.5, 102, 8, 1, 6, -6
CCCOc1ccc(C(=O)CCC(=O)OCC(=O)Nc2cc(C)on2)cc1
  13, 6, -15, 104, -0.4, 94, -4, 0.9, 0, 13
O=C(CSc1nnc(SCC(=O)c2ccco2)s1)c1ccco1
  3, -13, -7, 102, -0.3, 106, -2, 1, 4, -1
COC(=O)c1ccccc1NC(=O)C1COc2ccccc2O1 (centres undefined)
  2, -3, 6, 123, 0.6, 91, -25, 1, -14, 13
COc1ccc(-c2c[nH]c(=O)[nH]c2=O)cc1OC
  8, 3, 0, 102, -0.4, 118, -5, 0.9, 10, -17
Cc1cc(C)nc(SCC(=O)Nc2ncc(C(F)(F)F)cc2Cl)n1
  21, -8, 13, 90, -0.5, 101, 11, 0.8, -2, 4
Cn1c(SCC(=O)OCc2ccccc2)nnc1-c1ccco1
  9, -4, 4, 99, 0.0, 99, 3, 0.9, 4, 1
Cc1ccc(-c2cc(C(=O)NC3=NCCS3)c3cc(Br)ccc3n2)o1
  12, -12, -7, 97, -0.3, 109, 3, 0.9, -29, -5
O=C(NC1CCCC1)C1c2ccccc2C(=O)N1C1CCCCC1 (centres undefined)
  23, 7, 4, 105, -0.2, 99, -6, 0.8, -6, 4
CCCCNC(=O)CCCCCNS(=O)(=O)c1ccc(Br)cc1
  -4, -5, 1, 96, 0.1, 100, 5, 1, 7, 1
Cc1sc2c(c1C)c(=O)n(-c1ccc(Cl)cc1)c(=O)n2Cc1cc(=O)n2ccccc2n1
  10, 1, -7, 96, -0.4, 99, 7, 0.9, -22, -1
CCC(C)NC(=O)Cn1nc(C(F)(F)F)c2c1CCC2 (centres undefined)
  -12, -12, 3, 100, -0.3, 99, -2, 1.1, 10, 3
COc1ccc(C2N(c3cccc(Cl)c3)C(=O)C3CCCN32)cc1 (centres undefined)
  19, 0, -15, 99, -0.4, 97, 1, 0.8, 6, 9
CC(C)c1ccc(C2CC(=O)N3CN(Cc4ccco4)CSC3=C2C#N)cc1 (centres undefined)
  31, -7, -6, 106, -0.2, 103, -6, 0.7, 23, -1
Cc1cc[n+](-c2nc([O-])n(-c3ccccc3)c2C=O)cc1
  ·, 12, -2, 90, -0.6, 101, 5, ·, ·, 0
